Bioassay records (PubChem)
UTI89 phage lysis = inhibition of K1F phage lysis, E. coli UTI89, bacterial capsule biogenesis inhibitors, alamar blue (AID 488966). E. coli UTI89 K1F phage lysis, alamar blue, 2 h; higher % means a stronger effect. one-dose inhibition, % at 100 µM; IC50 in µM for titrated hits. 340,000 tested, 0.02% active;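 active means phage lysis inhibition, versus mean bacterial control, above a set limit; inconclusive means no clear call, values can overlap the other calls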;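 further: capsule biogenesis inhibitors block K1F phage lysis so surviving cells raise fluorescence; higher fluorescence means more inhibition of phage lysis; actives were called in the ten point dose series up to 300 µM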
Salmonella PhoP GFP = inhibitors of PhoP regulon expression, primary screen, Salmonella Typhimurium, GFP reporter (AID 1863); one-dose inhibition, % at 50 µM; IC50 in µM for titrated hits; 300,000 tested, 0.16% active; S. Typhimurium PhoP-regulated promoter GFP reporter, 4 h; higher % means a stronger effect;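 active means inhibition over 29.93%, a cutoff 3 SD above the screen mean, later confirmed by dose response; inconclusive means inhibition over 29.93% but no dose response follow-up; inactive means inhibition at most 29.93% or unconfirmed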;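 further: 0% = low Mg2+ inducing control and 100% = high Mg2+ repressing control; strong numbers were not always called active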
T cell HTS = modulates CD8 T cell binding to vesicles. 2C CD8+ T cell-vesicle binding, flow cytometry; hits give low values. calls only at 7 µM. 330,000 tested, 0.068% active;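 active means response, share of CD8 T cells binding vesicles, and their 90th percentile fluorescence all below set limits, cut at about 80% in these data, passing the limit was not always enough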
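Also added: QL9-peptide-loaded Drosophila micro-vesicles bearing Ld, ICAM-1 and B7-1; Test system: purified 2C TCR transgenic mouse naive CD8+ T cells; Measured by: cytometric PE anti-B7-1 and Alexa647 anti-CD8 signals after 1% paraformaldehyde fixation; Timing: binding step 1.5 h, 37 °C, antibody labelling 20 min, ice.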
Dengue-2 NS5 capping = flavivirus cap methylation enzyme inhibition – biochemical, confirmation dose response, primary screen (AID 588689) | Dengue-2 NS5 methyltransferase capping enzyme assay, biochemical; higher % means a stronger effect | one-dose inhibition, % at 25 µM; IC50 in µM for titrated hits | 340,000 tested, 0.3% active; in the data active means a potency from the dose series; inconclusive means inhibition above about 29% without an active follow-up result
RSV CPE inhibition = inhibition of RSV-induced cytopathic effect – HEp-2 cells, primary 10 µM value included (AID 2391) | HEp-2 cells, RSV-induced CPE inhibition; higher % means a stronger effect | one-dose CPE inhibition, % at 10 µM; IC50 in µM for titrated hits | 310,000 tested, 0.13% active; in the data active means a potency from the dose series; inconclusive means CPE inhibition mostly from about 23% at the one dose, without a potency; inactive means the rest, 99 in 100 with CPE inhibition below about 21%; further: strong numbers were not always called active
NTR1 agonist = agonists of NTR1, primary screen, imaging, U2OS cells, beta-arrestin-GFP, high content (AID 493036); NTR1-U2OS beta-arrestin-GFP spot imaging, agonist mode; activation, % at 20 µM; 330,000 tested, 0.17% active;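 active means activation at or above 40% of the spot to cytoplasm intensity ratio, with at least 20 cells analyzed; inconclusive means wells under 20 cells, flagged as cytotoxic or low count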;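 further: 0% = DMSO without peptide and 100% = 100 nM NTR1 peptide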
Target sequence (P30989 whole entry, looked up): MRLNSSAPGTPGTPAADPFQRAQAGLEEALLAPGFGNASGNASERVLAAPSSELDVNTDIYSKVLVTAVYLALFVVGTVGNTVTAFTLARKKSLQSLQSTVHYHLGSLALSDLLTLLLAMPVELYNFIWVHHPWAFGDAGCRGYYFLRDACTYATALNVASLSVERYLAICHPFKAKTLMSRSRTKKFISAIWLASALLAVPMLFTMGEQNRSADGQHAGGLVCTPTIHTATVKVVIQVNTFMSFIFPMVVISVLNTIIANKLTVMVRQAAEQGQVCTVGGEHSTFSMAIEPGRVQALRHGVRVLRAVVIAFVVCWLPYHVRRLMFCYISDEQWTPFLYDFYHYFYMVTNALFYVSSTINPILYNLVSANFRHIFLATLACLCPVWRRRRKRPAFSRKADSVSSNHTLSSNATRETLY
West Nile virus CPE = inhibition of WNV-induced cytopathic effect – cell-based, CPE readout (AID 1621) | West Nile virus-infected cells, CPE inhibition; higher % means a stronger effect | CPE inhibition, % at 10 µM; hits with a dose series show IC50 in µM | 290,000 tested, 0.02% active; in the data active means a potency from the dose series; inconclusive means CPE inhibition mostly from about 3.7% at the one dose, without a potency; inactive means the rest, 99 in 100 with CPE inhibition below about 2.2%; further: strong numbers were not always called active
MgcRacGAP inhibition = MgcRacGAP GTPase-activating activity inhibitors, confirmation, biochemical, ADP Hunter fluorescence | MgcRacGAP-stimulated Rac1 GTP hydrolysis, ADP Hunter fluorescence; higher % means a stronger effect; GST-tagged Rac1 F28L mutant substrate | inhibition, % at 30 µM; hits with a dose series show IC50 in µM | 340,000 tested, 0.6% active;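 active means first-screen hits whose inhibition reached a set limit at any dose in the follow-up dose series; inconclusive means inhibition above the set first-screen limit but never retested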;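 further: fluorescence reports GDP produced by GAP-driven GTP hydrolysis; strong numbers were not always called active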
Large T inhibition = SV40 large T antigen inhibitors, biochemical (AID 1903). SV40 large T antigen ATPase/helicase inhibition assay; higher % means a stronger effect. inhibition, % at 20 µM; hits with a dose series show IC50 in µM. 310,000 tested, 0.39% active; in the data active means a potency from the dose series; inconclusive means inhibition mostly from about 32% at the one dose, without a potency; inactive means the rest, 99 in 100 with inhibition below about 32%; further: strong numbers were not always called active
T cell HTS vesicle-bound % = further read-out of T cell HTS, marked with its call; double positive events, %; measured here: CD8+ vesicle-bound cell fraction;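 binding gate set so that unloaded-vesicle control wells show 10% double positive cells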
NTR1 agonist cell count 20 µM = also measured in NTR1 agonist; calls as there; cell count; measured here: cell count, cytotoxicity flag
Active calls of the source: *; [ ] = remark or other dose.

For CCN(C(=O)COC(=O)c1c(NC(C)=O)sc(C)c1C)C1CCS(=O)(=O)C1 (centres undefined) the results were UTI89 phage lysis -2.9%, Salmonella PhoP GFP -1.1%, T cell HTS inactive, Dengue-2 NS5 capping -9.4%, RSV CPE inhibition 2.5%, NTR1 agonist -1.3, West Nile virus CPE -0.4%, MgcRacGAP inhibition 5.0%, Large T inhibition 12.1%, T cell HTS vesicle-bound % 45.3 and NTR1 agonist cell count 20 µM 55.
For Cc1nc(NCCc2ccccc2F)c(C#N)c(C)c1[N+](=O)[O-] the results were UTI89 phage lysis 0.7%, Salmonella PhoP GFP -2.9%, T cell HTS inactive, Dengue-2 NS5 capping -9.0%, RSV CPE inhibition 17.7%, NTR1 agonist 2.9, West Nile virus CPE -0.5%, MgcRacGAP inhibition 12.2%, Large T inhibition 0.2%, T cell HTS vesicle-bound % 17.0 and NTR1 agonist cell count 20 µM 39.
`Clc1ccc(/C=N/NC(=Nc2ccccc2)c2ccccn2)c(Cl)c1` gave UTI89 phage lysis -0.8%, Salmonella PhoP GFP 5.8%, T cell HTS inactive, Dengue-2 NS5 capping -1.6%, RSV CPE inhibition 1.6%, NTR1 agonist 5.7, MgcRacGAP inhibition 12.9%, Large T inhibition -0.8%, T cell HTS vesicle-bound % 22.0 and NTR1 agonist cell count 20 µM 42.
For CCCC(CCC)C(=O)Oc1cc(C)[nH]c(=O)c1[N+](=O)[O-] the results were UTI89 phage lysis 0.1%, Salmonella PhoP GFP 17.9%, T cell HTS inactive, Dengue-2 NS5 capping -7.1%, RSV CPE inhibition 3.4%, NTR1 agonist -0.3, MgcRacGAP inhibition 10.2%, Large T inhibition -5.1%, T cell HTS vesicle-bound % 21.0 and NTR1 agonist cell count 20 µM 91.
Screening O=C(CN1CCOc2ccccc21)NCc1ccc(F)cc1 returned UTI89 phage lysis 5.8%, Salmonella PhoP GFP -0.6%, T cell HTS inactive, Dengue-2 NS5 capping 2.2%, RSV CPE inhibition 1.0%, NTR1 agonist 4.0, MgcRacGAP inhibition -0.4%, Large T inhibition 17.6%, T cell HTS vesicle-bound % 43.8 and NTR1 agonist cell count 20 µM 55.
Screening COc1ccc(CNc2ccc(C)c(C)c2)c(OC)c1OC returned UTI89 phage lysis 0.0%, Salmonella PhoP GFP 7.8%, T cell HTS inactive, Dengue-2 NS5 capping -8.0%, RSV CPE inhibition -1.9%, NTR1 agonist 0.1, West Nile virus CPE -0.5%, MgcRacGAP inhibition inconclusive, Large T inhibition 25.1%, T cell HTS vesicle-bound % 12.8 and NTR1 agonist cell count 20 µM 37.
Screening CCC1(c2ccc(C)cc2)NC(=O)N(CC(=O)Nc2cccc(S(=O)(=O)N3CCCC3)c2)C1=O (centres undefined) returned UTI89 phage lysis 0.3%[50 µM], T cell HTS inactive, Dengue-2 NS5 capping -4.4%, RSV CPE inhibition 5.7%, NTR1 agonist 1.5, MgcRacGAP inhibition 5.5%, T cell HTS vesicle-bound % 16.1 and NTR1 agonist cell count 20 µM 43.
Screening CC/C(=N/NC(=O)CCC(=O)Nc1ccccc1OC)c1ccccc1 returned UTI89 phage lysis 0.3%, Salmonella PhoP GFP -2.3%, T cell HTS inactive, Dengue-2 NS5 capping -2.6%, RSV CPE inhibition 0.8%, NTR1 agonist 0.0, West Nile virus CPE 0.1%, MgcRacGAP inhibition 7.1%, Large T inhibition -2.8%, T cell HTS vesicle-bound % 25.2 and NTR1 agonist cell count 20 µM 66.
`CCOc1ccc(C(=O)NCC(=O)N2CCN(C/C=C/c3ccccc3)CC2)cc1OCC` gave UTI89 phage lysis -1.6%, Salmonella PhoP GFP -6.2%, T cell HTS inactive, Dengue-2 NS5 capping -2.2%, RSV CPE inhibition -0.3%, NTR1 agonist -0.2, MgcRacGAP inhibition 1.4%, Large T inhibition 26.4%, T cell HTS vesicle-bound % 52.4 and NTR1 agonist cell count 20 µM 60.
Cc1cccc(COc2ccc(/C(O)=C3\C(=O)C(=O)N(CCN(C)C)C3c3ccncc3)cc2)c1 (centres undefined) was read as UTI89 phage lysis 0.7%, Salmonella PhoP GFP 5.2%, T cell HTS inactive, Dengue-2 NS5 capping -9.4%, RSV CPE inhibition 1.7%, NTR1 agonist -5.5, West Nile virus CPE -0.1%, MgcRacGAP inhibition 2.2%, Large T inhibition 5.5%, T cell HTS vesicle-bound % 46.5 and NTR1 agonist cell count 20 µM 86.
For COC(=O)CN(c1nc(C)c(Cl)c(OC)n1)S(=O)(=O)c1ccc(C)cc1 the results were UTI89 phage lysis 0.3%, Salmonella PhoP GFP 3.1%, T cell HTS inactive, Dengue-2 NS5 capping -8.0%, RSV CPE inhibition 2.6%, NTR1 agonist 1.8, West Nile virus CPE -0.5%, MgcRacGAP inhibition -0.5%, Large T inhibition 12.8%, T cell HTS vesicle-bound % 42.4 and NTR1 agonist cell count 20 µM 49.
Screening COC(=O)c1[nH]c2cccc(OC)c2c1NC(=O)C(C)N1CCC(C)CC1 (centres undefined) returned Salmonella PhoP GFP 4.7%, T cell HTS inactive, NTR1 agonist -0.4, West Nile virus CPE -1.1%, Large T inhibition -2.2%, T cell HTS vesicle-bound % 31.8 and NTR1 agonist cell count 20 µM 81.
Cc1nnc(SCC(=O)Nc2ccc(F)cc2)n(N)c1=O was read as UTI89 phage lysis 0.1%, Salmonella PhoP GFP 7.2%, T cell HTS inactive, Dengue-2 NS5 capping 1.3%, RSV CPE inhibition 0.1%, NTR1 agonist -0.1, West Nile virus CPE 0.3%, MgcRacGAP inhibition 9.3%, Large T inhibition -6.2%, T cell HTS vesicle-bound % 55.7 and NTR1 agonist cell count 20 µM 72.
`Clc1ccc(CSCCc2ccncc2)cc1` gave UTI89 phage lysis 4.8%, Salmonella PhoP GFP 24.9%, T cell HTS inactive, Dengue-2 NS5 capping -4.3%, RSV CPE inhibition 4.5%, NTR1 agonist 2.7, MgcRacGAP inhibition 9.2%, Large T inhibition 14.5%, T cell HTS vesicle-bound % 45.5 and NTR1 agonist cell count 20 µM 42.
Screening CC1CC1C(=O)Nc1cc(S(=O)(=O)N2CCOCC2)ccc1N1CCCC1 (centres undefined) returned UTI89 phage lysis -0.3%, Salmonella PhoP GFP 11.6%, T cell HTS inactive, Dengue-2 NS5 capping 0.8%, RSV CPE inhibition 0.5%, NTR1 agonist 0.1, West Nile virus CPE -0.3%, MgcRacGAP inhibition 4.6%, Large T inhibition 2.9%, T cell HTS vesicle-bound % 10.4 and NTR1 agonist cell count 20 µM 31.
`Cc1ccc(SCC(=O)c2ccc[nH]2)cc1` gave UTI89 phage lysis 0.2%, Salmonella PhoP GFP 4.6%, T cell HTS inactive, Dengue-2 NS5 capping -9.0%, RSV CPE inhibition -2.3%, NTR1 agonist 1.9, West Nile virus CPE -0.3%, MgcRacGAP inhibition 8.7%, Large T inhibition 7.3%, T cell HTS vesicle-bound % 37.7 and NTR1 agonist cell count 20 µM 56.
Screening COc1ccc(CCNC(=S)N2CCN(S(=O)(=O)c3ccccc3F)CC2)cc1 returned UTI89 phage lysis -0.3%, Salmonella PhoP GFP 0.2%, T cell HTS inactive, Dengue-2 NS5 capping -3.2%, RSV CPE inhibition 6.9%, NTR1 agonist 1.9, West Nile virus CPE -1.1%, MgcRacGAP inhibition 3.1%, Large T inhibition 4.2%, T cell HTS vesicle-bound % 4.9 and NTR1 agonist cell count 20 µM 65.
`C=CCOc1ccc(/C(O)=C2\C(=O)C(=O)N(CCOC)C2c2cccnc2)cc1` (centres undefined) gave UTI89 phage lysis -2.2%, Salmonella PhoP GFP 9.0%, T cell HTS inactive, Dengue-2 NS5 capping 3.4%, RSV CPE inhibition -3.0%, NTR1 agonist 0.3, West Nile virus CPE 0.5%, MgcRacGAP inhibition 2.8%, Large T inhibition 16.2%, T cell HTS vesicle-bound % 11.3 and NTR1 agonist cell count 20 µM 46.
Screening CCOc1ccc(N(C)S(=O)(=O)c2ccc(C)c(C(=O)N3CCN(Cc4ccc5c(c4)OCO5)CC3)c2)cc1 returned UTI89 phage lysis 0.1%, T cell HTS inactive, Dengue-2 NS5 capping -1.9%, NTR1 agonist 3.5, MgcRacGAP inhibition 2.8%, T cell HTS vesicle-bound % 23.2 and NTR1 agonist cell count 20 µM 56.
`CCC1(C)Cc2ccccc2-c2nc(NCCO)n(-c3ccc(C)cc3)c(=O)c21` (centres undefined) gave UTI89 phage lysis 0.2%, Salmonella PhoP GFP -5.0%, T cell HTS inactive, Dengue-2 NS5 capping 0.8%, RSV CPE inhibition 0.2%, NTR1 agonist 2.4, West Nile virus CPE 0.2%, MgcRacGAP inhibition -6.4%, Large T inhibition 1.3%, T cell HTS vesicle-bound % 36.4 and NTR1 agonist cell count 20 µM 46.
Screening C=CCN1N=C(/C=C/c2ccc(C)cc2)CCC1=O returned UTI89 phage lysis -1.8%, Salmonella PhoP GFP 4.8%, T cell HTS inactive, Dengue-2 NS5 capping 0.0%, RSV CPE inhibition 1.4%, NTR1 agonist 1.6, West Nile virus CPE -0.3%, MgcRacGAP inhibition 3.5%, Large T inhibition 2.8%, T cell HTS vesicle-bound % 22.7 and NTR1 agonist cell count 20 µM 45.
Screening O=C(C1=NN[C@@H]2C(=O)N(c3cccc(F)c3)C(=O)[C@H]12)c1ccc2ccccc2n1 returned UTI89 phage lysis 1.4%, Salmonella PhoP GFP inconclusive, T cell HTS inactive, Dengue-2 NS5 capping -14.1%, RSV CPE inhibition 1.1%, NTR1 agonist -0.6, West Nile virus CPE -0.5%, MgcRacGAP inhibition 9.7%, Large T inhibition 2.6%, T cell HTS vesicle-bound % 30.0 and NTR1 agonist cell count 20 µM 47.
`CC1CCN(S(=O)(=O)c2ccc(NC(=O)c3ccccc3F)cc2)CC1` gave UTI89 phage lysis 0.5%, Salmonella PhoP GFP -0.9%, T cell HTS inactive, Dengue-2 NS5 capping 5.0%, RSV CPE inhibition 5.0%, NTR1 agonist 1.0, West Nile virus CPE -1.5%, MgcRacGAP inhibition 9.7%, Large T inhibition 7.4%, T cell HTS vesicle-bound % 27.0 and NTR1 agonist cell count 20 µM 49.
